Screening data (PubChem BioAssay)
M. tuberculosis HTS: M. tuberculosis growth inhibition, HTS (AID 449762). M. tuberculosis H37Rv growth inhibition, 7H9 media; higher % means a stronger effect. one-dose inhibition, % at 25 µM; IC50 in µM for titrated hits. actives 0.59% (n = 330,000); in the data active = a potency from the dose series; inconclusive = inhibition above about 70% without an active follow-up result;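 also: bacterial growth assessed after seven days of incubation; strong numbers were not always called active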
VEEV TC-83 Vero: inhibitors of VEEV TC-83 cytopathic effect, confirmation, Vero cells (AID 588727); Vero cells, VEEV TC-83 cytopathic effect inhibition; higher % means a stronger effect; actives 0.13% (n = 350,000); one-dose inhibition, % at 20 µM; IC50 in µM for titrated hits; in the data active = a potency from the dose series; inconclusive = inhibition mostly from about 14% at the one dose, without a potency; inactive = the rest, 99 in 100 with inhibition below about 12%; also: strong numbers were not always called active
PhoP GFP inhibition: PhoP regulon inhibitors, Salmonella typhi PhoP promoter GFP reporter, confirmatory (AID 1850); Salmonella Typhi PhoP-promoter GFP reporter, fluorescence, 4 h; higher % means a stronger effect; one-dose inhibition, % at 50 µM; IC50 in µM for titrated hits; actives 0.33% (n = 310,000); in the data active = a potency from the dose series; inconclusive = inhibition mostly from about 25% at the one dose, without a potency; inactive = the rest, 99 in 100 with inhibition below about 19%;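 also: 0% = induced wells with vehicle and 100% = uninduced wells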
H1N1 NS1A inhibition: H1N1 influenza NS1A inhibitors, functional cell based assay (AID 504329). NS1A functional cell-based assay, percent inhibition; higher % means a stronger effect. one-dose inhibition, % at 12.5 µM; IC50 in µM for titrated hits. actives 0.3% (n = 340,000); in the data active = a potency from the dose series; inconclusive = inhibition above about 27% without an active follow-up result; also: strong numbers were not always called active
tuberculosis growth: growth inhibition of non-replicating M. tuberculosis (AID 488890) | Mycobacterium tuberculosis non-replicating, growth inhibition; higher % means a stronger effect | inhibition, % at 25 µM, or IC50 in µM where a hit was titrated | actives 0.39% (n = 320,000); in the data active = a potency from the dose series; inconclusive = inhibition mostly from about 82% at the one dose, without a potency; inactive = the rest, 99 in 100 with inhibition below about 76%;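 also: plate controls were DMSO cells for no effect and high antibiotic wells for full effect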
* = called active by the depositor; i = inactive; ? = inconclusive; . = not tested or not shown.

SMILES,M. tuberculosis HTS,VEEV TC-83 Vero,H1N1 NS1A inhibition,PhoP GFP inhibition,tuberculosis growth
CCC/C=C(\CCC)C(NS(=O)(=O)c1cccc2cccnc12)c1ccc(C(=O)OC)cc1 (stereo unspecified),0%,.,.,2%,15%
CCNC(=O)c1c(NC(=O)c2cc(-c3cc(C)ccc3O)n[nH]2)sc2c1CCCC2,3%,?,4%,-7%,-15%
O=C1NC(=S)N(C(=O)c2ccc(F)cc2)/C1=C/c1cccnc1,-3%,2.8%,.,6%,-1%
CCn1c(SCC(=O)Nc2ccc(N3CCOCC3)cc2)nnc1-c1ccncc1,0%,3.4%,7%,2%,5%
Cc1ccc(OCC(=O)Nc2ccccc2-c2ccccc2NC(=O)COc2ccc(C)cc2)cc1,1%,0.3%,6%,-2%,15%
CCOc1cc(C(C(=O)NCC2CCCO2)N(C(=O)Cn2nnc3ccccc32)c2ccccc2C(C)=O)ccc1O (stereo unspecified),1%,0.6%,7%,12%,-8%
Cc1cc(N2CCOCC2)n2cc(-c3ccc(F)cc3)nc2n1,6%,0.3%,0%,-1%,6%
O=C(c1cc2c(=O)n3ccccc3nc2s1)N1CCN(Cc2ccccc2)CC1,3%,0.9%,-12%,11%,-1%
Cn1c(N)c(C(=O)COC(=O)C(Cc2ccccc2)NC(=O)c2ccccc2)c(=O)n(C)c1=O (stereo unspecified),3%,0.8%,-8%,-17%,17%
C=CCNC(=O)/C(C#N)=C\c1cc(Cl)c(OCC)c(OC)c1,7%,1.8%,-5%,8%,31%
COc1ccc(-c2cc(C(=O)O)c3sc(N4CCCCC4)nc3n2)cc1OC,-10%,i,-1%,-3%,-16%
O=C(COc1ccccc1Cl)NCCNC(=O)c1ccco1,0%,1.6%,-1%,14%,-8%
COc1ccc(/C=N/Nc2nc3ccccc3[nH]2)cc1OC,-8%,12%,-5%,5%,2%
COC(=O)c1ccc(OCC(O)CN2CCN(C(=O)c3ccco3)CC2)c(OC)c1 (stereo unspecified),-13%,0.8%,-2%,-1%,-10%
COc1cc(C(=O)Nc2ccccc2-c2nnn(CC(N)=O)n2)cc(OC)c1OC,-2%,2.5%,-1%,-3%,8%
Cc1occc1-c1nnc(SCC(=O)N2CCOCC2)n1Cc1ccco1,-7%,0.4%,2%,12%,-6%
NC(=O)C1CCN(CC(O)CSc2ccccc2)CC1 (stereo unspecified),5%,4.5%,-2%,2%,-4%
COc1ccccc1OCc1nc(Cc2ccc(Cl)cc2)no1,13%,0.6%,3%,-9%,51%
Cc1ccc(S(=O)(=O)Cc2ccc(C(=O)N3CCN(Cc4ccccc4)CC3)o2)cc1,-12%,1.3%,2%,-11%,.
O=C(Cn1cc(C(F)(F)F)ccc1=O)N1CCCc2ccccc21,-13%,1.3%,2%,.,-5%
Cc1cc(C)nc(/N=C(\N)Nc2ccc(S(=O)(=O)Nc3nc(C)cc(C)n3)cc2)n1,-11%,.,.,-2%,-14%
CC(=O)c1c(N)n(C)c(=O)n(C)c1=O,-6%,0.4%,-24%,1%,-8%
COc1cccc(NC(=O)c2ccc(NCCCN3CCC(C)CC3)c([N+](=O)[O-])c2)c1,0%,i,6%,9%,16%
COc1ccc(NS(=O)(=O)c2cccc(C(=O)O)c2)cc1,2%,0.5%,-14%,-6%,9%
CC1=NNC(=O)C1CC(=O)N/N=C/C=C/c1ccccc1 (stereo unspecified),1%,0.6%,-13%,15%,-5%
COc1ccc(NC(C)=O)cc1NC(=O)CN1CCN(CC(=O)Nc2ccc(Cl)cc2)CC1,-2%,1.0%,-6%,-3%,9%
NS(=O)(=O)c1ccc(CNC(=O)c2ccc(S(=O)(=O)NCc3ccco3)cc2)cc1,-1%,1.4%,-10%,.,8%
O=C1NCC(Nc2ccccc2)C(=O)N1 (stereo unspecified),.,1.7%,1%,.,.
CC(=O)NC12CC3CC(C1)CC(C(=O)Nc1ccc(C)c(S(=O)(=O)N4CCCCCC4)c1)(C3)C2,.,0.1%,8%,.,.
CN(C)c1ccc(C=Nc2cnn(C)c2C(N)=O)cc1,2%,1.5%,-10%,0%,5%
CCOC(=O)c1[nH]c(C)c(C(=O)N2CCc3ccccc32)c1C,-11%,12%,3%,-10%,-7%
C(=N\c1nc2ccccc2n1CCN1CCCCC1)/c1cccs1,3%,i,2%,-9%,1%
Cc1ccc(C)c(N2CCN(C(=O)c3cc4ccccn4n3)CC2)c1,10%,2.9%,3%,-13%,20%
CCOC(=O)c1ccc(Nc2nc(C(=O)OCC)nc3ccccc23)cc1,-3%,10%,8%,-31%,21%
Cn1c(SCC(=O)NCCc2ccc(S(N)(=O)=O)cc2)nc2ccccc2c1=O,-1%,2.3%,2%,-24%,0%
CCn1c(C(O)c2cc(OC)c(OC)c(OC)c2)nc2ccccc21 (stereo unspecified),5%,0.1%,-3%,4%,1%
Cc1cc(C)n2ncc(C(=O)Nc3cccc(O)c3)c2n1,-7%,0.7%,0%,6%,-4%
CCOC(=O)CNC(=O)N1CCCC(C(=O)c2ccccc2SC)C1 (stereo unspecified),-1%,1.0%,3%,-1%,3%
O=C(Cc1ccccc1)NC(=S)Nc1ccc2oc(-c3ccccc3)nc2c1,11%,.,.,-5%,-19%
Clc1ccc(-c2cnnc(-c3ccccn3)n2)cc1,7%,1.6%,14µM*,.,79%
COC(=O)c1ccccc1-n1cccc1C(=O)NP(=O)(N1CCOCC1)N1CCOCC1,9%,0.4%,-5%,-4%,-33%
CC(=O)Nc1ccc(Oc2ccc(NC(C)=O)c(NC(C)=O)c2)cc1,0%,i,-6%,2%,-11%
Cc1nc2sccc2c(=O)n1-c1ccccc1Cl,10%,5.3%,4%,-5%,17%
CCO[C@H]1OC(C(=O)NCc2ccccc2)=C[C@@H](c2coc3ccccc3c2=O)[C@@H]1CCCO,29%,0.8%,-8%,2%,45%
O=C(NCC1(c2ccccc2)CCCC1)c1ccco1,2%,i,0%,-1%,-3%
Cc1ccc(S(=O)(=O)N2CCCCC2)cc1C(=O)OC1CCCCC1=O (stereo unspecified),1%,6.5%,1%,8%,-8%
CN1CCN(CCCNC(=O)Nc2cccc3ccccc23)CC1,-4%,0.2%,-1%,3%,-14%
COc1ccc([C@@]23Oc4cc(OC)cc(OC)c4[C@]2(O)[C@H](O)[C@H](C(=O)N(C)C)[C@H]3c2ccccc2)cc1,.,?,3%,.,.
COC(C)(C)[C@@H](O)COc1c2ccoc2cc2oc(=O)ccc12,-5%,1.0%,-6%,.,0%
O=C(NCc1ccccn1)c1cccc(S(=O)(=O)N2CCc3ccccc32)c1,2%,i,5%,.,13%
Cc1nc(NS(=O)(=O)c2ccccc2)sc1NC(=O)OC(C)C,-2%,0.4%,5%,-7%,-2%
COCCN(C(=O)c1csnn1)C(C(=O)NC1CCCCC1)c1ccccc1 (stereo unspecified),-1%,i,-7%,2%,1%
COc1cccc(/C=N/NC(=O)CCc2c(C)n[nH]c2C)c1,4%,2.1%,-1%,4%,-2%
COc1ccc([N+](=O)[O-])cc1NC(=O)COC(=O)Cn1cnc2ccccc2c1=O,-1%,i,-2%,.,-11%
Cc1ccc(NC(=O)c2ccc([N+](=O)[O-])cc2)cc1S(=O)(=O)N(C)C,-2%,i,-5%,4%,-4%
Cc1ccnc(N2CCC(C(=O)Nc3cccc(C(F)(F)F)c3)CC2)n1,48µM*,i,-6%,-6%,23%
COc1cc(CN2CCN(CCCc3ccccc3)C(CCO)C2)cc(OC)c1O (stereo unspecified),1%,i,-2%,10%,5%
CCc1cccc(NC(=O)C2CCCN(S(=O)(=O)c3cccs3)C2)c1 (stereo unspecified),-7%,4.8%,10%,-18%,13%
c1ccc(Cc2nn3c(Cn4nnc5ccccc54)nnc3s2)cc1,-3%,i,-2%,6%,9%
O=C(C1=C(O)C(=O)N(c2nccs2)C1c1ccccc1)c1cc2ccccc2o1 (stereo unspecified),1%,5.0%,-3%,-91%,10%

Limited to tuberculosis growth and PhoP GFP inhibition, for 5 of the compounds above:
Compound | tuberculosis growth | PhoP GFP inhibition
Clc1ccc(-c2cnnc(-c3ccccn3)n2)cc1 | 79% | .
COc1ccc([N+](=O)[O-])cc1NC(=O)COC(=O)Cn1cnc2ccccc2c1=O | -11% | .
Cc1nc(NS(=O)(=O)c2ccccc2)sc1NC(=O)OC(C)C | -2% | -7%
O=C(C1=C(O)C(=O)N(c2nccs2)C1c1ccccc1)c1cc2ccccc2o1 (stereo unspecified) | 10% | -91%
CCc1cccc(NC(=O)C2CCCN(S(=O)(=O)c3cccs3)C2)c1 (stereo unspecified) | 13% | -18%

Next part:
SMILES,M. tuberculosis HTS,VEEV TC-83 Vero,H1N1 NS1A inhibition,PhoP GFP inhibition,tuberculosis growth
Cc1nn(C)c(C)c1S(=O)(=O)N(CC(=O)NC1CCCCCC1)c1ccc(C(C)C)cc1,-2%,i,11%,-16%,-7%
Cc1cnc(C(=O)OCC(=O)Nc2ccc(OCc3ccccc3)cc2)cn1,2%,2.8%,-5%,.,14%
COc1cccc(Cn2cccc(NC(=O)NCc3ccccc3)c2=O)c1,13%,0.9%,3%,-38%,4%
CCn1ncc(S(=O)(=O)Nc2cc(Cl)ccc2C)c1C,-12%,3.6%,9%,-7%,-5%
O=C(Nc1cccc(S(=O)(=O)C(F)F)c1)c1ccc(Cl)c(S(=O)(=O)N2CCOCC2)c1,5%,7.8%,0%,-4%,12%
COc1ccc(Cc2c(Cl)ncnc2Cl)cc1,-11%,3.9%,18%,14%,10%
CCOC(=O)c1nnc(-c2ccccc2)nc1NCc1ccccc1,15µM*,0.1%,-6%,4%,?
CCCCN(Cc1cc2cc(OC)ccc2[nH]c1=O)C(=O)COc1ccccc1,-11%,0.2%,0%,-6%,16%
CC(=O)c1ccc(NC(=O)CSc2nnc(NC(=O)c3ccco3)s2)cc1,-11%,i,0%,1%,-2%
O=C(CN1CCN(S(=O)(=O)c2cccc(F)c2)CC1)Nc1ccnn1C1CCCC1,-16%,i,4%,.,7%
COc1ccc(CN2CCC(C(=O)Nc3ccc(Oc4ccccc4)nc3)CC2)cc1F,-4%,0.7%,-3%,0%,43%
CCn1c2ccccc2c2cc(NC(=O)CSc3nnc(-c4ccccc4OC)n3N)ccc21,6%,3.0%,8%,0%,-2%
CCc1ccc(-c2nc(CN3CCC(C(=O)NCc4ccco4)CC3)c(C)o2)cc1,1%,.,.,0%,27%
CC1(C)CC2CC(C)(CN2C(=O)COC(=O)c2cncc(Br)c2)C1 (stereo unspecified),4%,2.3%,-6%,.,57%
Cc1cccc(/C=C/c2onc(C)c2S(=O)(=O)N2CCC(C(=O)N3CCC(C)CC3)CC2)c1,10%,1.7%,-2%,-2%,-6%
CCN(CC)CCn1c2c(c(SCC(=O)Nc3nc4ccc(C)cc4s3)nc1=O)CCC2,2%,0.2%,-13%,2%,9%
CN1C(=O)C(=Cc2ccccc2OCc2ccc(Cl)cc2)C(=O)N(C)C1=O,15%,0.4%,6%,2%,55%
COc1ccc(NC(=O)COc2ccc(C(=O)c3ccc(F)cc3)cc2)cc1S(N)(=O)=O,11%,0.1%,-8%,5%,24%
COc1cc(CNC(=O)c2ccc3oc(C(C)C)nc3c2)cc(OC)c1,2%,1.7%,4%,13%,10%
COc1ccc(-c2oc(NC(=O)CSc3ncn[nH]3)c(C#N)c2-c2ccc(OC)cc2)cc1,-2%,4.8%,0%,-7%,14%
O=C1NC(=S)S/C1=C/c1ccc(OC(=O)c2ccco2)cc1,24%,1.7%,4%,-14%,?
Cc1ccc(CC(=O)Nc2ccccc2N2CCOCC2)cc1C,2%,6.9%,-3%,9%,43%
Cc1ccc(NC(=O)NCCN2CCCCC2)cc1Cl,6%,0.7%,0%,5%,14%
CC(CN1CCCC1)C(=O)NN (stereo unspecified),-1%,0.8%,-11%,3%,8%
Cc1cc2c(nn1)CCc1c-2no[n+]1[O-],-2%,1.0%,-3%,5%,-11%
OC1(CC#CCN2CCCCC2)c2ccccc2-c2ccccc21,-15%,i,-15%,11%,0%
